# HTR5A ag = HTR5A agonism, opioid heterodimer counter-screen | P47898 | HTR5A agonist assay, luminescence, cell-based | activation, % at 9.3 µM | hit rate 0.61% among 340,000 | AID 504692; in the data active = activation mostly above about 9.5%, no sharp cut-off; inactive = mostly below about 7.6%;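 also: 0% = cells with vehicle only and 100% = reference agonist; strong numbers were not always called active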
# Target sequence (P47898 whole entry, looked up): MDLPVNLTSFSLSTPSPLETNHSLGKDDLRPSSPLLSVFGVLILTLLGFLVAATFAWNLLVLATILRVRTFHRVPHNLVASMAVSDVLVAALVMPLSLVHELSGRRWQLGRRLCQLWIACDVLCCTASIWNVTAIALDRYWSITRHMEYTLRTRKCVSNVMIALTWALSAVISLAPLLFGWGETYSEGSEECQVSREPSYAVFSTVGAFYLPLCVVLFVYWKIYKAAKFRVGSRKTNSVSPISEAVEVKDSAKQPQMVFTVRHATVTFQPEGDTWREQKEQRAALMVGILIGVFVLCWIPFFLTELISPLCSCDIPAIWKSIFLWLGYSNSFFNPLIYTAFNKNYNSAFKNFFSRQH
# PKA-R1A activ = PKA-R1A complex activation. PKA-R1A dissociation, Cy5-IP20 fluorescence polarization; scaled: DMSO 0%, 113 µM cGMP 100%. activation, % at 11.4 µM. P00514+P68181. AID 504707. hit rate 0.083% among 340,000;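 active = percent activation above the mean of all tested compounds plus 3 SD, cut at about 19% in these data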;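 also: higher means more PKAc released from R1A so a rise in polarization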
# V-ATPase pH = yeast V-ATPase proton transport regulation by pHLuorin; S. cerevisiae, pHLuorin cytosolic pH fluorescence; response, % at 10 µM; hit rate 0.37% among 350,000; AID 504577; in the data active = response mostly above about 7.3%, no sharp cut-off; inactive = mostly below about 5.4%; also: actives read high; inactives centre near 0; some compounds called inactive have numbers as strong as hits; reference of the scale not given here
# Arrestin-AP2 inh = blocks beta-arrestin peptide binding to AP2 adaptin; AID 504490; inhibition, % at 10 µM; hit rate 0.31% among 340,000; FITC-arrestin peptide / GST-AP2 beads, flow cytometry; AP2 beta2 appendage carries R879A mutation;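 active = inhibition above a set limit, near 3 SD of compounds lacking own fluorescence, cut at about 54% in these data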;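 also: plate controls were DMSO wells for no effect and 5 µM unlabelled arrestin peptide for full effect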
#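 Measured by: flow cytometry, FL1 (488/535 nm); Material: AP2 appendage R879A on GSH beads; Evaluation: percent response; Timing: pre-incubation 12 min, peptide binding 1 h, room temperature; Also added: 50 nM FITC-arrestin peptide; Medium: PBS with 0.05% Tween 20 and 0.1% BSA.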
# OPRM1-OPRD1 ag = OPRM1-OPRD1 heterodimerization agonism; P35372+P41143; cells, luminescence; activation, % at 9.3 µM; hit rate 0.3% among 340,000; AID 504326; in the data active = activation above about 18%;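 also: 0% = vehicle-treated cells and 100% = reference agonist; values of inactives mirror those of a sister screen read the other way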
# HTR5A inv ctr = HTR5A inverse agonism, opioid heterodimer counter-screen. P47898. AID 504634. HTR5A cell line, luminescence. inhibition, % at 9.3 µM. hit rate 0.083% among 340,000; in the data active = inhibition mostly above about 23%, no sharp cut-off; inactive = mostly below about 18%;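 also: 0% = cells with DMSO and 100% = no-cell wells with DMSO; some compounds called inactive have numbers as strong as hits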
# DAGLB inhibitor = diacylglycerol lipase beta (human) inhibition; hit rate 0.059% among 340,000; HEK293T DAGLB membrane lysate, EnzChek fluorogenic substrate; inhibition, % at 5.17 µM; Q8NCG7; AID 504411; in the data active = inhibition above about 34%;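 also: 0% = enzyme with vehicle and 100% = wells lacking enzyme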
# DSG3 Ab inh = human desmoglein-3 autoantibody binding inhibition | DSG3-coupled beads, scFv-anti-DSG3-GFP binding, flow cytometry; active compounds read low | binding (percent of control), % at 10 µM | hit rate 0.48% among 310,000;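 active = binding more than 3 SD below its plate's average and above zero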;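 also: hits lower antibody fragment binding to DSG3; some compounds called inactive have numbers as strong as hits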
# PKA-R2B act = activates the human PKA-R2B holoenzyme complex; PKA-R2B holoenzyme dissociation, Cy5-IP20 fluorescence polarization; R2B truncated from residue 108, S112A mutant; 0% DMSO only, 100% 113 µM cGMP; activation, % at 11.4 µM; hit rate 0.079% among 340,000; AID 504700;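 active = activation above a cutoff set at the mean over all compounds plus 3 SD, cut at about 18% in these data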;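 also: higher means more holoenzyme dissociation and a rise in polarization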
# Target sequence (P31323 whole entry, looked up, other chains not shown, the tested form may be a part): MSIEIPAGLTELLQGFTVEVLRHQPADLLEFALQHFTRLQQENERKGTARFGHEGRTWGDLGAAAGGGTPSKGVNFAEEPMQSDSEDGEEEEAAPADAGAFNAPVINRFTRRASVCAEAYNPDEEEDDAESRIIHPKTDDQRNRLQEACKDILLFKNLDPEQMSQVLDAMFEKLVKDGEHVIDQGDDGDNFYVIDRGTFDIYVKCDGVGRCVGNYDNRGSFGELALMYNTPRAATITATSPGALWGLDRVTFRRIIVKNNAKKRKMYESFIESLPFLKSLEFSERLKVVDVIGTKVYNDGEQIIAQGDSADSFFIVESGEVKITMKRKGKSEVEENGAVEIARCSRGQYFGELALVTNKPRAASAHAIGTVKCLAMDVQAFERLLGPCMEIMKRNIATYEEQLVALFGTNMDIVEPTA
# MOR-DOR inv ag = inverse agonist of human OPRM1-OPRD1 heterodimerization; inhibition, % at 9.3 µM; hit rate 0.21% among 340,000; cell-based MOR-DOR heterodimer luminescence, inverse agonism; in the data active = inhibition above about 22%, passing the limit was not always enough;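 also: 0% = cells with DMSO and 100% = wells without cells with DMSO; values of inactives mirror those of a sister screen read the other way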
# An asterisk follows results filed as active; · = not tested or not shown.
SMILES,HTR5A ag,PKA-R1A activ,V-ATPase pH,Arrestin-AP2 inh,OPRM1-OPRD1 ag,HTR5A inv ctr,DAGLB inhibitor,DSG3 Ab inh,PKA-R2B act,MOR-DOR inv ag
C[C@H](CO)N1C[C@H](C)[C@@H](CN(C)Cc2ccncc2)Oc2c(NS(=O)(=O)c3ccc(Cl)cc3)cccc2C1=O,-3.2,8.3,-0.3,-1.6,-3.2,11.0,-1.3,99.8,-15.2,14.9
COc1cc(C2=NOC(C(=O)Nc3ccc4c(c3)OCO4)C2)cc(OC)c1OC (configuration not stated),4.5,-5.8,-0.3,-4.7,-2.2,-17.6,2.9,90.4,-7.0,12.8
COc1ccc(NC(=S)N(CCN2CCOCC2)C2CCN(C(C)=O)CC2)cc1Cl,1.5,-9.7,-3.6,4.2,-2.4,34.4,3.0,88.6,-15.1,12.3
Cc1cccc(N2CCN(C(=O)c3cccc(NC4=NC5CS(=O)(=O)CC5S4)c3)CC2)c1C (configuration not stated),2.2,6.0,-0.6,2.5,-0.6,-23.8,1.5,97.7,-1.6,3.4
O=C(O)c1c(Cl)c(Cl)c(Cl)c(Cl)c1C(=O)N1CCCCCC1,4.9,-3.0,-0.1,-24.1,-2.0,6.8,-0.5,115.3,8.0,9.5
COc1ccc(/C(O)=C2\C(=O)C(=O)N(CCN3CCOCC3)C2c2ccccc2OC)cc1 (configuration not stated),0.1,-6.5,1.5,-7.2,-2.2,8.9,1.4,106.9,-5.3,11.6
CCN(CC)C(=O)[C@H]1CC(CC(=O)NCCc2ccccn2)C(=O)N2CCc3c([nH]c4ccc(OC)cc34)[C@]12C (some centres not stated),2.0,-1.3,-2.7,38.6,-2.5,-6.8,-0.6,99.8,0.9,12.3
O=S(=O)(Cc1ccc(Cl)cc1)Nc1ccc2c(c1)OCO2,2.0,-3.4,-3.1,3.4,0.0,21.4,-1.1,98.7,0.5,0.1
O=C(Nc1ccc(C(=O)O)cc1)/C(=C\c1ccco1)NC(=O)c1ccco1,-3.5,0.4,0.6,1.2,-0.5,-22.4,0.7,·,-9.0,3.7
O=C(NCCN1CCOCC1)Nc1ccc(Cl)cc1Cl,2.0,6.0,-1.0,0.9,-3.8,4.7,-1.6,126.3,-5.4,17.5

# Some of the entries so far, with tabs.
SMILES	HTR5A ag	PKA-R1A activ	V-ATPase pH	Arrestin-AP2 inh	OPRM1-OPRD1 ag	HTR5A inv ctr	DAGLB inhibitor	DSG3 Ab inh	PKA-R2B act	MOR-DOR inv ag
O=C(O)c1c(Cl)c(Cl)c(Cl)c(Cl)c1C(=O)N1CCCCCC1	4.9	-3.0	-0.1	-24.1	-2.0	6.8	-0.5	115.3	8.0	9.5
COc1ccc(/C(O)=C2\C(=O)C(=O)N(CCN3CCOCC3)C2c2ccccc2OC)cc1 (configuration not stated)	0.1	-6.5	1.5	-7.2	-2.2	8.9	1.4	106.9	-5.3	11.6

# The list continues:
SMILES,HTR5A ag,PKA-R1A activ,V-ATPase pH,Arrestin-AP2 inh,OPRM1-OPRD1 ag,HTR5A inv ctr,DAGLB inhibitor,DSG3 Ab inh,PKA-R2B act,MOR-DOR inv ag
COc1ccc(NC(=O)c2ccncc2)cc1S(=O)(=O)N1CCCCC1,·,-0.6,-3.9,·,·,·,0.5,103.4,-8.9,·
CCOC(=O)c1cc2sccc2n1Cc1ccc(C#N)cc1,8.0,-9.2,-1.4,29.3,0.9,14.4,-3.5,116.1,0.7,-5.4
Cc1c(C)c(C)c(CO/N=C/c2cccs2)c(C)c1C,-5.4,-5.7,-0.1,-10.0,-2.6,-44.6,0.7,·,-7.9,13.2
CC1Cc2ccccc2N1C(=O)COC(=O)c1ccc(Cl)c(S(=O)(=O)N2CCOCC2)c1 (configuration not stated),24.1*,-3.2,1.8,20.4,0.9,-89.4,-5.5,99.8,2.1,-3.2
O=C(CSc1nc(=O)n(CCN2CCOCC2)c2c1CCCC2)Nc1ccc(F)cc1F,-6.4,-2.2,-6.1,-4.1,-4.2,15.7,-0.8,96.9,-8.2,21.8
COc1ccc(NC(=O)c2ccco2)cc1S(=O)(=O)N1CCCCC1,-0.4,-2.8,0.4,-3.8,-4.0,1.0,1.5,116.6,3.5,20.5
CCN(CC)c1ccc(Nc2cc3n(c(=O)n2)CCc2cc(OC)c(OC)cc2-3)cc1,2.0,-5.4,6.1,13.0,-1.1,-7.3,0.3,98.7,-3.5,5.6
CC(C)CC(=O)Nc1c2c(nn1-c1ccc(F)cc1)CS(=O)C2 (configuration not stated),1.1,-5.0,2.0,-6.5,-2.1,-4.5,1.6,89.5,-4.8,11.0
CCCc1nc2sc3c(c2c(=O)n1NC(=O)CCC(=O)O)CCCC3,7.3,2.0,8.6*,-14.2,-0.1,-23.5,-0.2,104.3,4.3,0.3
COc1ccc(N=C2C(=S)N(c3ccc(OC)cc3)C(=NS(=O)(=O)c3ccccc3)N2c2ccccc2)cc1,-1.9,-10.0,1.8,-5.1,-2.2,7.5,-1.4,82.2,-3.5,11.5

# Looked up above.
# `COc1ccc(NC(=O)c2ccco2)cc1S(=O)(=O)N1CCCCC1` @ Arrestin-AP2 inh = -3.8
# `COc1ccc(NC(=O)c2ccncc2)cc1S(=O)(=O)N1CCCCC1` @ PKA-R2B act = -8.9

# The list continues.
SMILES,HTR5A ag,PKA-R1A activ,V-ATPase pH,Arrestin-AP2 inh,OPRM1-OPRD1 ag,HTR5A inv ctr,DAGLB inhibitor,DSG3 Ab inh,PKA-R2B act,MOR-DOR inv ag
N#Cc1c(N2CCCC(O)C2)nc(N)c2c(N)nc3c(c12)CC(=O)N3C12CC3CC(CC(C3)C1)C2 (configuration not stated),9.8,-3.2,-5.2,-0.8,11.5,-18.3,-6.2,·,6.2,-71.7
Cc1cc(OC(=O)c2ccc(S(=O)(=O)N(C)C)cc2)c([N+](=O)[O-])c(=O)[nH]1,-1.4,-9.2,-4.6,5.9,-0.4,-12.6,-2.0,101.4,-6.2,2.6
CC(C)(C)n1cnnc1Sc1ncccc1[N+](=O)[O-],5.4,4.3,1.3,34.0,-1.0,-29.3,-2.3,·,-11.6,4.9
O=C(c1cc(-c2ccncc2)nc2ccccc12)N1CCN(c2ccccc2O)CC1,-4.5,10.7,-0.1,-13.8,-0.7,-7.7,2.9,·,2.2,3.5
Cc1nc2cc(C(=O)O)ccc2s1,-1.1,-8.4,-2.8,9.3,-1.8,2.6,-2.4,103.9,2.5,8.4
CCc1ccc[n+](-c2[nH]c(=O)sc2/C=N/N=C(\N)[O-])c1,-3.9,2.9,-5.0,8.1,-1.7,-19.9,0.7,102.2,2.8,9.2
CCOc1ccc(NC(=S)NCCN2CCN(Cc3ccccc3)CC2)cc1,4.8,-2.5,-0.8,-2.4,5.1,-13.6,0.9,101.1,-1.6,-28.1
COC(=O)C(CCSC)NC(=O)c1cn(-c2ccc(OC)cc2)c(=O)c2ccccc12 (configuration not stated),2.6,7.3,-2.1,8.0,-3.1,-9.3,-1.5,94.6,-12.2,14.1
O=C(Nc1nccs1)c1ccc(S(=O)(=O)NCc2cccs2)cc1,8.5,2.8,2.3,4.8,-0.4,14.6,1.5,100.3,0.2,2.1
COc1ccc(-c2cc(C(=O)N3CC(C)CC(C)C3)c3ccccc3n2)cc1 (configuration not stated),-1.6,4.9,2.3,-3.5,1.9,3.4,-4.1,98.8,-6.1,-10.0
CC(C)C[C@@H](CNCC(=O)[C@H](CC(C)C)NC(=O)c1[nH]cnc1C(=O)N[C@@H](C)CN)NC(=O)c1nc[nH]c1C(=O)N[C@@H](CC(C)C)C(=O)O,-0.1,-14.7,1.0,8.8,-2.2,0.6,-1.3,106.1,0.9,10.5
O=C(CCc1ccccc1)Nc1cc2c(cc1Cl)OCCO2,-1.4,-0.2,-2.2,33.1,-2.8,3.5,-8.0,112.9,-13.5,15.0
NS(=O)(=O)OCCCc1ccccc1,-4.5,-0.5,2.4,26.8,-1.6,-14.7,-3.2,96.6,2.0,8.8
Cc1ccc(NC(=O)/C(=C/C=C/c2ccccc2)NC(=O)c2ccccc2)cc1,4.0,6.1,3.3,2.8,0.7,-14.8,-2.3,97.3,-3.5,-3.8
COc1ccc(CN(C)C(=O)c2cnc(C)cn2)c(OC)c1OC,1.9,-4.0,-0.3,46.6,-1.1,-7.3,-0.9,100.7,-9.0,5.6
CC(=O)N1CCN(c2nc(C)nc3sc4c(c23)CCC(C)C4)CC1 (configuration not stated),3.2,7.9,-1.2,14.7,-2.4,-8.3,0.0,·,6.0,14.1
Cc1ccccc1OCC(=O)Nc1ccccc1N1CCCCC1,-1.1,-2.5,-2.5,-1.0,2.3,-8.8,-11.6,105.0,0.3,-11.2
O=C(O)/C=C/C(=O)NNC(=O)c1cccc(Br)c1,5.6,10.4,1.4,0.8,0.3,13.4,-2.5,105.8,0.3,-1.8
O=C(NCCc1nc2ccc(Cl)cc2[nH]1)C1CCC(=O)N(Cc2cccc(F)c2)C1 (configuration not stated),-1.6,4.7,0.0,2.9,-2.8,5.8,0.1,·,-3.1,16.1
CC(NC(=O)COC(=O)c1ccc(OCC2CCCO2)cc1)c1ccccc1Cl (configuration not stated),-4.0,-6.9,4.5,-19.5,-2.1,10.1,-3.5,·,1.9,8.2
O=C1CCC2c3ccc4ccccc4c3CCN12 (configuration not stated),-2.1,0.9,3.3,-4.4,-2.5,8.3,3.0,104.8,-7.9,11.4
Cc1ccc2c(c1)sc(C)[n+]2CCCS(=O)(=O)[O-],0.4,-8.3,1.1,19.6,-2.6,5.7,-0.8,·,-10.6,12.8
O=[N+]([O-])c1cccc(/C=N/N2CCN(Cc3ccc(Cl)cc3)CC2)c1,6.0,5.9,0.7,28.8,5.2,14.8,-26.6,109.6,0.3,-26.7
COC(=O)C1CCN(C(=O)C(C)Oc2ccc(Cl)cc2Cl)CC1 (configuration not stated),-0.6,0.7,6.5,3.4,-1.2,3.7,-0.8,98.5,12.1,6.5
COc1ccc(N2C(=O)CN=C2Nc2cccc(C)c2C)cc1OC,-1.7,-15.8,-4.1,2.2,0.3,16.0,-1.0,84.2,0.9,-2.0
CCOC(=O)c1cnn(-c2nc3c(C)cccc3s2)c1C(F)(F)F,13.0,0.4,4.9,19.8,1.3,-35.8,-20.0,·,-11.7,-7.2
S=C(Nc1ccccc1Cl)N1CCCC1,0.0,-2.7,0.1,-4.7,-1.4,-0.1,-2.0,83.4,12.6,8.8
COc1cc2cc(CN(CCCO)S(=O)(=O)c3ccccc3Cl)c(=O)[nH]c2cc1OC,4.8,-3.9,-0.2,1.3,-0.9,7.9,-0.2,101.7,-4.4,5.1
CCOC(=O)c1cc2cc3ccccc3cc2oc1=O,4.1,-1.1,-0.3,-5.7,-0.6,-15.4,-2.1,104.7,-8.8,3.0

# Marked active in V-ATPase pH (from the list above):
compound,PKA-R1A activ,V-ATPase pH,Arrestin-AP2 inh,OPRM1-OPRD1 ag,DAGLB inhibitor,DSG3 Ab inh,PKA-R2B act,MOR-DOR inv ag
CCCc1nc2sc3c(c2c(=O)n1NC(=O)CCC(=O)O)CCCC3,2.0,8.6*,-14.2,-0.1,-0.2,104.3,4.3,0.3

# Source: PubChem
